Screening results as filed in PubChem BioAssay.
GLP1R ag: qHTS of GLP-1 Receptor Agonists; Glucagon-like peptide 1 receptor (Homo sapiens), P43220; HEK293 GLP-1R CRE-luciferase, luminescence, 4-6 h; cells express a hypersensitive GLP-1R form; Potency, µM (series often up to 45.6 µM), for the others: top-dose activation, most hits filed as activators; 380,000 compounds, 0.007% hits; AID 624172, 2012; note: potency is the fitted concentration of half-maximal effect; % of control where 0% means no effect
aSyn yeast inh: qHTS of alpha-syn Inhibitors; Yeast expressing alpha-synuclein, growth rescue, BacTiter-Glo, 24 h; Potency, µM (series often up to 46.1 µM), without a hit: top-dose growth rescue (activation), hits mostly activators; 370,000 compounds, 0.14% hits; note: potency is the fitted concentration of half-maximal effect; % of control where 0% means no effect; nearly all actives have a fitted effect of over 65% in size
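Rescue of yeast growth: cells expressing toxic alpha-synuclein, induced in galactose at OD600 0.02, incubated with compound 24 h at 30 C. ATP luminescence quantified growth; inhibitors of toxicity appear as activators.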
TDP43 rescue: qHTS of TDP-43 Inhibitors. TDP-43 expressing yeast growth rescue, BacTiter-Glo, 24 h. Potency, µM (series often up to 46.1 µM), for inactives: at the top dose growth rescue (activation), most hits filed as activators. 410,000 compounds, 1.8% hits. AID 652104, 2013; note: potency is the fitted concentration of half-maximal effect; % of control where 0% means no effect; nearly all actives have a fitted effect of over 50% in size
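Yeast cells expressing TDP-43 under galactose induction are exposed to compounds for 24 hr at 30 deg C. BacTiter-Glo luminescence measures growth, so protective compounds score as activators.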
FUS suppressor: qHTS for Suppressors of FUS Proteinopathy: Primary screen using FUS-linked yeast assay; S. cerevisiae FUS-expressing, growth rescue, OD600, 24 h; Potency, µM (highest dose often 76.6 µM), inactives show top-dose growth rescue (activation), actives largely listed as activators; 390,000 compounds, 0.24% hits; AID 1347120, 2019;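 note: potency is the fitted concentration of half-maximal effect; plate controls were DMSO vehicle for no effect and reference control for full effect; nearly all actives have a fitted effect of over 55% in size; some results filed as inactive show a strong effect at the top dose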
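Restored growth of FUS-toxic S. cerevisiae, read as 600 nm absorbance after 24 h at 30C in galactose medium (starting OD 0.005). Controls CP55940 and DMSO.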
Akt phos inh: HTS Assay for Inhibitors of Akt Phophorylation: Primary Screen; activity change, % for hits at 50 µM; Neuro2A IGF-stimulated pAkt S473 HTRF, 20 min; hits give low values; 360,000 compounds, 0.32% hits; AID 651550, 2012; in the data active = activity change below about -80%; inconclusive = mostly about -51% to -80%; note: % is set by controls: 0 for no effect and ±100 for the full control effect
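Single-point screen (50 µM final compound) in Neuro2A cells stimulated 20 min with 6 nM IGF at 37 deg C. After lysis, Ser473-phosphorylated Akt read by HTRF (ex 330 nm, em 615/665 nm) as the 665/615 ratio.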
GLP-1R inv ag: qHTS of GLP-1 Receptor Inverse Agonists (Inhibition Mode) | Glucagon-like peptide 1 receptor (Homo sapiens), P43220 | HEK293 GLP-1R CRE-luciferase, luminescence, 24 h; GLP-1R form is constitutively active | Potency, µM (highest dose often 38.3 µM), for the others: at the highest dose activity change, negative = inhibition, hits mostly inhibitors | 410,000 compounds, 1.6% hits | AID 624417, 2012; note: potency is the fitted concentration of half-maximal effect; % is set by controls: 0 for no effect and ±100 for the full control effect; nearly all actives have a fitted effect of over 55% in size
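HEK293 cells stably co-expressing constitutively active GLP-1R and a cAMP-responsive luciferase reporter were seeded in DMEM with 10% Nu serum, given compounds after 12 h, and incubated 24 h at 37 deg C. Luminescence was then read.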
Abeta yeast res: qHTS for compounds that reverse cellular toxicity of Amyloid beta (A-beta) peptide in yeast: Primary Screen | yeast expressing A-beta42, growth rescue, OD600, 48 h; response scale: 0% DMSO, 100% iron-clioquinol control | Potency, µM (series often up to 46.1 µM), for the others: at the top dose growth rescue, actives largely listed as activators | 410,000 compounds, 0.063% hits | AID 1347071, 2019; note: potency is the fitted concentration of half-maximal effect; nearly all actives have a fitted effect of over 55% in size
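Yeast growth medium received pinned compounds, then yeast cells expressing toxic A-beta were added; plates incubated at 30 C for 48 hr. Growth read as absorbance at 600 nm, normalized to DMSO and equimolar FeCl3 plus clioquinol controls.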
PTHR1 agonist: qHTS for PTHR1 Agonists: Primary Screen; Parathyroid hormone/parathyroid hormone-related peptide receptor (Homo sapiens), Q03431; HEK293 GP2 PTHR1 cells, GloSensor cAMP luminescence, 1 h; Potency, µM (series often up to 115 µM), without a hit: top-dose activation, usual class: activators; 410,000 compounds, 0.075% hits; AID 743266, 2014; note: potency is the fitted concentration of half-maximal effect; nearly all actives have a fitted effect of over 55% in size; some results filed as inactive show a strong effect at the top dose; inactives centre near -15; many of its hits are not listed in these tables
Target sequence (Q03431 whole entry, looked up): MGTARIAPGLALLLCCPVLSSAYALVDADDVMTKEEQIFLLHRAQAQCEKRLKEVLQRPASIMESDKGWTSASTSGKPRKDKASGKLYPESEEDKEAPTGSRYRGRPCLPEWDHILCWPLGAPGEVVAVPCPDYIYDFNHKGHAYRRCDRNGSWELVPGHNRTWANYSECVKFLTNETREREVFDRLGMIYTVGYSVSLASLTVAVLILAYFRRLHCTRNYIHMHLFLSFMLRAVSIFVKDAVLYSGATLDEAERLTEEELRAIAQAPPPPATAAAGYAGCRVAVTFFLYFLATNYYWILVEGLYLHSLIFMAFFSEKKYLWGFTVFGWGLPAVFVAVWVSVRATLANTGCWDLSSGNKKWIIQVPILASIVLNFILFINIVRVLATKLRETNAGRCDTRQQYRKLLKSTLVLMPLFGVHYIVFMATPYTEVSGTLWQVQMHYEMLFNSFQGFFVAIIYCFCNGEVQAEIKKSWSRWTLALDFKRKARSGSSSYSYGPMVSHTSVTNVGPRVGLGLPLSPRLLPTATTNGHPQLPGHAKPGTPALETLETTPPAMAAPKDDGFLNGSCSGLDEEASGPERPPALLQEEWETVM
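HEK-293-derived GP2 cells expressing PTHR1 and a GloSensor cAMP reporter, 3,000/well, plated overnight, given luciferin plus IBMX (each 0.5 mM as added) for 1 h at 37 °C, then compound for 1 h at 37 °C. Luminescence was read after 15 min at room temperature.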
D3 antag: qHTS of D3 Dopamine Receptor Antagonist: qHTS; max response, negative = inhibition, %; 360,000 compounds, 2.5% hits; D3R cells, DiscoveRx beta-arrestin luminescence, antagonist mode; hits give low values; D(3) dopamine receptor (Homo sapiens), P35462; in the data active = max response below about -50%; inconclusive = no clear call, values can overlap the other calls; note: % is set by controls: 0 for no effect and ±100 for the full control effect; mostly tested at two doses, the higher about 12 µM
Target sequence (P35462 whole entry, looked up): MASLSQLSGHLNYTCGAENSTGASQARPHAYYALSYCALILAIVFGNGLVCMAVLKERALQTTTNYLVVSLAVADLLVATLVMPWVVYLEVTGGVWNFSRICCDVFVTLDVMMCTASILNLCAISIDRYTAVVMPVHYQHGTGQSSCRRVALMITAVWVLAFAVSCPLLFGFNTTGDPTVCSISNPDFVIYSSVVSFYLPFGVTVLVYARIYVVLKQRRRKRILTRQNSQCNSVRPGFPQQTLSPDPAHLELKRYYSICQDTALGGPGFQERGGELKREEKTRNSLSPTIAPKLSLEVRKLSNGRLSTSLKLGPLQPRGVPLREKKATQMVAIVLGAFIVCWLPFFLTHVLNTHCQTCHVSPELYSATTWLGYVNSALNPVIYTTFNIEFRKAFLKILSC
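Cells plated overnight at 1500 cells/well, then exposed to library compounds with dopamine controls for 90 minutes at 37 degrees C. DiscoveRx reagent added for 30–60 minutes at room temperature; luminescence read, quantitative HTS format.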
Active calls of the source: *; i = inactive; ? = inconclusive; / = no result given; & = joins results of further samples; [ ] = dose if it differs, or a comment. Unless noted, calls come from the whole dose curve; as a rule, active = well fitted curve in the direction sought with a large enough effect; inconclusive = small, poorly fitted or top-dose-only effect, or another doubt; inactive = no such curve, though single readings can be large; an effect the other way counts as inactive or inconclusive.

SMILES	GLP1R ag	aSyn yeast inh	TDP43 rescue	FUS suppressor	Akt phos inh	GLP-1R inv ag	Abeta yeast res	PTHR1 agonist	D3 antag
COc1ccc(C(=O)Nc2ccncc2)cc1S(=O)(=O)N1CCOCC1	-4%	-6%	4%	11%	i	5%	-5%	?	7
O=C(C=Cc1cccc(Cl)c1)c1ccccc1	8%	-50%[inhibitor]	?	-7%	i	?	-37%[inhibitor]	-28%	-16
Cc1sc(NC(=O)CSc2nnc(N)s2)c(C#N)c1C	10%	1%	-20%	-4%	i	12%	-16%	-11%	3
COc1ccccc1CNC(=O)c1ccc(CS(=O)(=O)c2ccccc2)o1	-5%	0%	0%	-4%	i	6%	1%	i	-18
O=C(N/N=C/c1ccc([N+](=O)[O-])cc1)c1cc(-c2ccc3c(c2)OCO3)n[nH]1	9%	3%	19%	6%	i	2%	9%	i	7
Cc1ccc(C(=O)NC(=S)NCc2cccnc2)c(C)c1	10%	7%	-6%[9.22 µM]	1%	i	2%	19%	-26%	1
O=C(COc1ccccc1[N+](=O)[O-])NNC(=O)Nc1cccc2ccccc12	-3%	2%	17%	25%	i	?	4%	i	-6
COc1cc2c(C(=O)NCc3ccccn3)cn(CC(C)C)c(=O)c2cc1OC	12%	-1%	-2%	1%	i	17%	-7%	-5%	-1
NS(=O)(=O)c1ccc(CCNC(=S)NC2CCCCC2)cc1	18%	1%	-8%	9%	i	22%	-4%	i	3
CC(=O)C1=C(O)C(=O)N(CCc2c[nH]c3ccccc23)C1c1cccc(O)c1 (configuration not stated)	-9%	-13%	15%	?	i	-6%	-14%	-1%[57.5 µM]	?
O=C(OCCN1CCCCC1)c1ccc(Cl)cc1	-1%	-7%	-5%	12%	i	8%	-7%	i	-78*
CC(C)CNc1ncnc2c1cnn2Cc1ccc(Cl)cc1	32%	17%	20%	13%	i	?	?	-13%	-12
COc1ccc(OC)c(Nc2ncc3c(n2)CCN(Cc2cc(OC)c(OC)c(OC)c2)C3)c1	/	/	18%	23%	/	-12%	-4%	-21%	/
CCCOC(=O)C1C2C=CC(C2)C1C(=O)OCC(=O)c1ccccc1 (configuration not stated)	1%	0%	-6%	22%	i	0%	11%	-21%	8
CCc1nc(C)cn1S(=O)(=O)c1cc(F)ccc1OC	-1%	-2%	6%	-34%	i	10%	-3%	i	15
C/[N+]([O-])=C\CC(=O)c1ccc(-c2ccccc2)cc1	1%	7%	17%	9%	i	16%	-21%	-16%	-7
COc1ccccc1N1CCN(S(=O)(=O)c2c(C)sc3ncn(CC(=O)NCCN(C)C)c(=O)c23)CC1	8%	6%	2%&6%	12%&-2%	i	33%&12%[activator]	11%&-33%	-2%	-5
Cc1ccc(NC(=O)COc2cccc(/C=C3\SC(=S)N(CCC(=O)O)C3=O)c2)cc1Cl	6%	8%	-14%	24%	i	-19%	12%	-26%	-9
C/C(=N\NC(=O)Cn1nnc2ccccc21)c1ccco1	2%	-3%	6%	-9%	i	7%	-14%	17%	-18
O=C1CC(c2ccc(F)cc2)Cc2nc(N3CCOCC3)ncc21 (configuration not stated)	4%	1%	19%	15%	i	7%	-15%	18%	-21

Quoted at random: two entries already listed, in no set order.
SMILES	GLP1R ag	aSyn yeast inh	TDP43 rescue	FUS suppressor	Akt phos inh	GLP-1R inv ag	Abeta yeast res	PTHR1 agonist	D3 antag
CC(C)CNc1ncnc2c1cnn2Cc1ccc(Cl)cc1	32%	17%	20%	13%	i	?	?	-13%	-12
C/[N+]([O-])=C\CC(=O)c1ccc(-c2ccccc2)cc1	1%	7%	17%	9%	i	16%	-21%	-16%	-7

Additional records
SMILES	GLP1R ag	aSyn yeast inh	TDP43 rescue	FUS suppressor	Akt phos inh	GLP-1R inv ag	Abeta yeast res	PTHR1 agonist	D3 antag
COC(=O)C(NC(C)=O)(Nc1ccccc1)C(=O)OC	2%	-8%	-8%	-4%	i	3%	-2%	0%	-23
CN(C)S(=O)(=O)c1ccc(N2CCCC2)c(C(=O)NCc2cccc(C(F)(F)F)c2)c1	-1%	2%	-1%	9%	?	0%	-8%	i	3
C=CCN(C(=O)CNC(=O)c1ccco1)C(C(=O)NC1CCCC1)c1cccs1 (configuration not stated)	0%	-2%	-14%	-7%	i	0%	-6%	i	-6
CN(C(=O)c1ccccc1)c1ccccc1C(=O)NCCc1ccccc1	-1%	-1%	-7%	1%	i	-7%	5%	i	?
Cc1cc(NC(=O)CSc2nnc(CNC(=O)c3c(F)cccc3F)o2)no1	-1%	-3%	5%	30%	i	13%	5%	i	5
Cc1ccc(CNC(=O)c2ccc(S(=O)(=O)N3CCCCC3)cc2)cc1	8%	0%	6%	-4%	i	?	-5%	-5%	15
CCOC(=O)/C=C1\SCC(=O)N1CC(=O)NC12CC3CC(CC(C3)C1)C2	-2%	-7%	1%	23%	i	?	23%	i	136
CCOC(=O)Nc1ccc(N2CCOCC2)c(S(=O)(=O)Nc2ccc(Cl)cc2)c1	14%	-8%	0%	28%	i	?	7%	-9%	-10
COc1ccc(NC(=O)c2c(N)c(C(=O)c3ccc(OC)cc3)n3ccccc23)cc1	/	/	8%	2%	/	10%	-16%	-20%	/
O=C(NCCC1CCCCN1S(=O)(=O)c1ccc(F)cc1)C(=O)Nc1ccccc1F (configuration not stated)	7%	0%	-11%	0%	i	?	-2%	-18%	-3
COc1ccc(S(=O)(=O)c2c(C)c(NS(=O)(=O)c3ccccc3)cc(C)c2O)cc1	5%&-5%	21%	1%&-4%	?	i	?	3%&-3%	-4%	5
c1ccc(OCc2noc(CN3CC[C@@H]4CCCC[C@H]4C3)n2)cc1	4%	5%	4%	-5%	i	?	-37%[inhibitor]	-4%	-6
Oc1ccccc1Nc1ncnc2c1oc1ccccc12	7%	-14%	-5%	32%	i	-14%	6%	i	0
COc1ccc(NC(=O)CSc2nnc3n2CCCCC3)cc1OC	2%	11%	-16%	-31%	i	7%	-11%	?	-9
Cn1c(=O)c2cc(NC(=O)CCc3ccccc3)ccc2n1-c1ccccc1F	9%	-9%	11%	-11%	i	?	14%	-37%[inhibitor]	-29
CC(=O)Nc1ccc(S(=O)(=O)N2CCN(c3ccc([N+](=O)[O-])c(NCCN4CCOCC4)c3)CC2)cc1	0%	3%	18%	/	i	12%	5%	-21%	-21
COc1ccccc1CCNC(=O)c1ccc(NC(=O)N2CC(C)Sc3ccccc32)cc1 (configuration not stated)	/	/	28%	-4%	/	?	-12%	i	/
CCOc1ccc2oc(=O)cc(CN3CCN(Cc4ccc(C)cc4)CC3)c2c1	/	/	-31%	-2%	/	-2%	-18%	-14%	/
Cc1sc2nc(C(C)C)nc(SCC(=O)N3CCOCC3)c2c1C	38%	5%	9%	?	i	-28%	-1%	i	18
Cc1cccc(N=C2SC(C)CN2C(=O)CN2C(=O)NC3(CCCC3)C2=O)c1 (configuration not stated)	7%	-7%	-9%	23%	i	?	0%	-12%	-16
CCC(C)NC(=O)c1ccccc1SC (configuration not stated)	2%	-10%	-11%	-13%	i	-11%	-12%	-19%	-18
Cc1ccccc1CNS(=O)(=O)c1c(C(=O)N2CCCC2)c(C)n(C)c1C	-2%	3%	-1%	-11%	i	7%	2%	i	7
CCc1noc(C)c1C(=O)Nc1nnc(CC(C)C)s1	-2%	1%	-11%	4%	i	-5%	11%	-16%	1
COc1cc(NC(=S)NCc2cccnc2)cc(OC)c1	-4%	-7%	6%	-12%	i	20%	-5%	-8%	-1
CC1(C2CCCC2)NC(=O)NC1=O (configuration not stated)	3%	9%	-5%	/	i	10%	-7%	13%	-15
COc1ccc(NC(=O)C2CCCN(c3nn4c(=O)cc(C)nc4s3)C2)c(OC)c1 (configuration not stated)	-3%	6%	4%	12%	i	17%	-2%	-5%	11
COc1ccc(S(=O)(=O)Nc2cc(C)on2)cc1NC(C)=O	3%	3%	15%	1%	i	4%	-3%	i	0

Reformatted: entries from further up.
SMILES,GLP1R ag,aSyn yeast inh,TDP43 rescue,FUS suppressor,Akt phos inh,GLP-1R inv ag,Abeta yeast res,PTHR1 agonist,D3 antag
CCC(C)NC(=O)c1ccccc1SC (configuration not stated),2%,-10%,-11%,-13%,i,-11%,-12%,-19%,-18
Cc1ccccc1CNS(=O)(=O)c1c(C(=O)N2CCCC2)c(C)n(C)c1C,-2%,3%,-1%,-11%,i,7%,2%,i,7
CCc1noc(C)c1C(=O)Nc1nnc(CC(C)C)s1,-2%,1%,-11%,4%,i,-5%,11%,-16%,1
COc1cc(NC(=S)NCc2cccnc2)cc(OC)c1,-4%,-7%,6%,-12%,i,20%,-5%,-8%,-1
CC1(C2CCCC2)NC(=O)NC1=O (configuration not stated),3%,9%,-5%,/,i,10%,-7%,13%,-15
COc1ccc(NC(=O)C2CCCN(c3nn4c(=O)cc(C)nc4s3)C2)c(OC)c1 (configuration not stated),-3%,6%,4%,12%,i,17%,-2%,-5%,11
COc1ccc(S(=O)(=O)Nc2cc(C)on2)cc1NC(C)=O,3%,3%,15%,1%,i,4%,-3%,i,0

D3 antag: entries above that show a hit
molecule,GLP1R ag,TDP43 rescue,Akt phos inh,PTHR1 agonist,D3 antag
O=C(OCCN1CCCCC1)c1ccc(Cl)cc1,-1%,-5%,i,i,-78*

Only part of the results is shown, so the mix of outcomes need not match the whole.
